# D1 antagonist = blocks dopamine activation of the human D1 receptor | P21728 | HEK293 TREx D1 cells, calcium flux, dopamine EC80; active compounds read low | activity change, negative = inhibition, % at 10 µM | 3.2% of 360,000 active; in the data active means activity change below about -30%; further: on the % scale 0 is the no-effect control and ±100 the full control effect
#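 Tetracycline-induced HEK293 T-REx cells with force-coupled D1 receptor were loaded with a no-wash calcium dye. Compound was added after a 10 s baseline and read kinetically for 180 s; EC80 dopamine was then added and calcium flux followed another 180 s.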
# D2 PAM = D2 dopamine receptor (human) potentiation; AID 485347; 0.34% of 340,000 active; potentiation, % at 10 µM; HEK293 T-REx D2, calcium flux, EC20 dopamine potentiation; P14416;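 active means potentiation over 3 SD above the plate norm, cut at about 30% in these data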; further: 0% is about no effect
# Target sequence (P14416 whole entry, looked up): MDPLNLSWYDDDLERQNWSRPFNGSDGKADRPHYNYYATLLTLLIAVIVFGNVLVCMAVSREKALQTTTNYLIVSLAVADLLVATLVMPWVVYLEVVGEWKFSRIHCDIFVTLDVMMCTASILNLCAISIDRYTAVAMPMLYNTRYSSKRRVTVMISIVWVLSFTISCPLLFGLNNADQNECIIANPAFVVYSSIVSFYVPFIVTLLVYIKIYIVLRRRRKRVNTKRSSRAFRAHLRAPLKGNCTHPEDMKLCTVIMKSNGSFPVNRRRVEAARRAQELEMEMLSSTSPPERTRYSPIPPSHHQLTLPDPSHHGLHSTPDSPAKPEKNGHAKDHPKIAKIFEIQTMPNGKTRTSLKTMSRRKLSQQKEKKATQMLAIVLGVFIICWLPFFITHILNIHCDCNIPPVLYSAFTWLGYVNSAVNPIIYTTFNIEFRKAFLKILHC
#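 Tetracycline-induced Hek293 Trex D2 cells, force-coupled to calcium, loaded with no-wash calcium dye. Compound added with 180 s kinetic read for agonism, then EC20 dopamine and a further 180 s read for potentiation.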
# D2 antagonist = antagonizes the human D2 dopamine receptor; P14416; HEK293 TREx D2 cells, calcium flux, dopamine EC80; inhibition, % at 10 µM; 2% of 340,000 active; in the data active means inhibition above about 30%; further: 0% is about no effect
#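 Read-out: kinetic calcium fluorescence (1 cycle/s) in inducible HEK293 T-REx D2 cells after an EC80 dopamine addition that followed 180 s compound preincubation. Loss of the dopamine response indicates antagonism.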
# TRHR agonist = TRH receptor (human) agonism; TRHR cells, calcium flux fluo-8, FDSS agonist mode; activation, % at 2 µM; 0.18% of 360,000 active; further: 0% is about no effect
# Target sequence (P34981 whole entry, looked up): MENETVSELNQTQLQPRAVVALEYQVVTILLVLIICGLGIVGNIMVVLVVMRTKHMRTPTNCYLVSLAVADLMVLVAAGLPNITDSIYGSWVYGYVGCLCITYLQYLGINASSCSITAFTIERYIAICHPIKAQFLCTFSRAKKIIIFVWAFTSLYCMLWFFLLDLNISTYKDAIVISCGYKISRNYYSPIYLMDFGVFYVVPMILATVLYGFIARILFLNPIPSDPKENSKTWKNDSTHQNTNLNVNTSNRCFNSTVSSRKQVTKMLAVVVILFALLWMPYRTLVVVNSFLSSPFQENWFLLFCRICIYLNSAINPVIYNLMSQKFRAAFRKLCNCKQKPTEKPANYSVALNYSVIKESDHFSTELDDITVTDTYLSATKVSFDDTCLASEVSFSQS
#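 Read-out: compound-evoked intracellular calcium rise in TRHR cells, fluo-8 dye, kinetic FDSS fluorescence at 1 s/cycle following a 10-cycle baseline. Cells cultured overnight before dye loading (30 min–1.5 h, RT).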
# RXFP1 antagonist = blocks the human relaxin receptor RXFP1. Q9HBX9. HEK293-RXFP1, relaxin-stimulated cAMP HTRF, 30 min; active compounds read low. activity change, negative = inhibition, % at 57.5 µM. 0.59% of 350,000 active. AID 1259400;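 active means activity change of -60% or lower, but not beyond a set lower limit; inconclusive means change between -60% and -40%, or beyond the set limit; inactive means change above -40%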; further: on the % scale 0 is the no-effect control and ±100 the full control effect
# D1 potentiator = human D1 dopamine receptor positive modulation; P21728; HEK293 TREx D1 cells, calcium flux, dopamine EC20 potentiation; potentiation, % at 10 µM; 0.036% of 360,000 active; in the data active means potentiation above about 30%; further: 0% is about no effect
# TRHR PAM = allosteric enhancers of human TRH receptor; P34981; TRHR cells, fluo-8 calcium fluorescence, EC20 TRH enhancement; enhancement, % at 2 µM; 0.66% of 360,000 active; AID 493056; in the data active means enhancement above about 30%; further: 0% is about no effect
#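 TRHR-expressing cells loaded with fluo-8 calcium dye were read kinetically (ex 480/em 530) during compound addition, then stimulated with an EC20 of TRH (10 nM final). Enhancement of the Gq-mediated intracellular calcium response was scored.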
# D1 agonist = activates the human D1 dopamine receptor | P21728 | HEK293 T-REx D1 cells, calcium flux, agonist mode | activation, % at 2 µM | 1% of 360,000 active | AID 504660; further: 0% is about no effect
#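 Agonism was scored from calcium flux recorded over 180 s (1 read/s) after pintool compound addition, following a 10-cycle baseline. Cells were inducible force-coupled HEK293 TREx D1, plated overnight at 30 C and loaded with no-wash calcium dye.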
# D2 ag = D2 dopamine receptor (human) agonism; 0.53% of 340,000 active; P14416; AID 485358; HEK293 T-REx D2 cells, calcium flux agonist mode; activation, % at 2 µM;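 active means activation over 3 SD above normal in the single-dose calcium agonist read, cut at about 30% in these data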; further: 0% is about no effect
#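 Agonism scored from kinetic calcium signal (1 read/sec, 180 s) following compound pin transfer, after a 10 s baseline. Cells: HEK293 Trex line expressing inducible D2 receptor coupled to calcium, dye-loaded after overnight culture at 30 C.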
# Starred values were filed as active, the others as inactive; u = inconclusive; x = not tested or not shown; & = joins results of further samples; ! = repeats disagree. Unless noted, no stated cut-off is given here; in the data, active means activation above about 30%; inactive means the rest. Compounds were not picked by outcome. Share with any hit: about 7.1%.
SMILES,D1 antagonist,D2 PAM,D2 antagonist,TRHR agonist,RXFP1 antagonist,D1 potentiator,TRHR PAM,D1 agonist,D2 ag
COC(=O)c1cc2c(C)nn(-c3ccccc3)c2s1,6.2,13.7,-3.9,-1.1,-3.4,3.3,2.2,0.4,0.1
COc1cc(-c2c(-c3cc(OC)c(OC)c(OC)c3)noc2C)ccc1F,-2.6,-8.2,10.5,-0.4,x,-8.5,3.7,16.9,1.2
COc1ccc(C2=NNC(c3cccs3)=Nc3ccc(OC)cc32)cc1,-38.6*,-4.8,12.8,-0.4,-29.8,0.7,7.2,-0.5,-1.0
O=C(Nc1cccc(O)c1)c1cccc(C(=O)Nc2cccc(O)c2)c1,-12.9,-8.2,14.0,0.5,-3.9,-1.4,21.2,1.3,-0.4
CN(C(=O)Cn1c(=O)oc2cc(S(=O)(=O)N3CCCC3)ccc21)C1CCCCC1,-11.8,-0.6,-6.9,0.4,8.3,11.6,-2.0,2.4,-0.1
O=C(O)Cn1cnc2scc(-c3ccccc3)c2c1=O,0.8,4.8,x,0.4,8.2,-1.1,0.7,7.7,x
Cc1ccc(-c2nc(N)n(C(=O)Cc3ccccc3)n2)cc1,9.6,-10.4,-10.2,0.8,-4.3,-3.0,0.4,1.2,0.8
CCN(CC(=O)Nc1ccccc1C(F)(F)F)C(=O)c1ccc(N2C(=O)CCC2=O)cc1,10.1,1.8,-11.2,0.8,1.6,8.4,4.1,1.8,0.5
Cc1ccc(S(=O)(=O)N(CC(=O)N2CCCCCC2)c2ccccc2)cc1,6.0,3.0,-13.0,-0.8,2.7,-1.9,1.4,0.0,-1.8
Cc1ccc(N(CC(=O)N2CCN(c3ccc(F)cc3)CC2)S(=O)(=O)c2c(C)nn(C)c2C)cc1,-5.8,-0.3,-5.8,0.8,4.1,x,2.6,-0.8,-0.4
O=C(CCSCCC(=O)NCc1ccc(F)cc1)NCc1ccc(F)cc1,-1.6,12.2,7.1,-0.7,-7.6,-7.6,-3.1,1.8,-1.0
Cc1cc(NC(=O)NC(=O)c2cccc(OC(F)(F)C(F)F)c2)n[nH]1,-12.0,-4.6,-1.8,0.0,-4.6,1.6,6.6,3.4,1.5
CC(=O)NC(Cc1c[nH]c2ccccc12)C(=O)NCCc1ccccn1 (configuration not stated),-4.5,-4.2,-13.7,0.9,-0.5,-1.6,3.1,0.6,1.1
Cc1nc2ccc([N+](=O)[O-])cc2c(=O)n1Cc1cccc(F)c1,1.9,5.7,-4.0,-0.8,-8.7,-5.8,-17.8,3.9,-1.2
COC(=O)C1=C(NC(C)=O)CCS1,2.2,11.6,7.2,1.0,7.4,-4.0,-3.6,1.6,1.1
COc1ccc(C(C(=O)NC2CCCCC2)N(Cc2cccs2)C(=O)Cc2c[nH]c3ccccc23)cc1OC (configuration not stated),24.7,-1.9,6.6,0.4,26.4,-1.9,2.9,2.4,0.4
CC(OC(=O)c1cc(=O)[nH]c2ccccc12)C(=O)Nc1ccccc1F (configuration not stated),-1.0,-7.8,27.3,-0.2,7.0,2.4,-1.5,-0.2,-0.3
CN1/C(=C\C=C2\N=C(c3ccc(F)cc3)OC2=O)C(C)(C)c2ccccc21,x,-15.9,1.0,3.0,-2.6,0.7,-2.1,6.5,-0.6
Cc1ccc(Cl)cc1N1CCN(C(=O)CN2C(=O)COc3ccc(S(=O)(=O)N4CCOCC4)cc32)CC1,3.5,23.4,x,0.3,x,4.8,5.4,4.8,0.4
CCOC(=O)c1nc(C)sc1-c1ccnn1S(=O)(=O)c1ccc(Cl)cc1Cl,-1.3,13.3,-14.0,-0.7,-1.9,-4.9,11.3,10.9,0.3
CC1(C)CC(=O)c2c(O)cc(OCC(=O)Nc3ccc(CCO)cc3)cc2O1,-8.1,-9.4,4.0,0.1,x,-6.4,-0.1,9.6,0.1
Cc1ccc(C(=O)N2CC(C)OC(C)C2)cc1S(=O)(=O)N1CCCCC1 (configuration not stated),0.6,6.7,-2.1,0.3,2.5,-3.8,-0.8,2.0,5.5
Cc1cccc(-n2cc(-c3ccccc3)c3c(NC4CCCC4)ncnc32)c1,80.1,14.6,x,0.3,-12.7,4.5,0.0,3.8,0.8
Cc1nnc(SCC(=O)N2CCC(C(=O)Nc3nccs3)CC2)n1Cc1ccccc1,-13.7,-5.6,11.9,0.0,-7.0,0.0,0.0,0.6,5.8
CC(C)(C)Nc1nc(Oc2ccc(=O)[nH]n2)nc(N2CCOCC2)n1,-2.8,0.9,-21.0,0.3,-32.7,-8.3,1.2,3.6,0.1
Cc1ccc(C(=O)c2coc3cc([N+](=O)[O-])c(O)c([N+](=O)[O-])c23)cc1,-25.8,16.2,0.7,-1.3,-6.0,-4.4,5.0,1.0,-1.2
CC(=O)C1=C(O)C(=O)N(c2ccc(C)cc2)C1c1ccccn1 (configuration not stated),12.6,8.4,5.6,0.5,-0.9,-1.6,2.3,1.2,0.4
COc1ccc(OCCSc2nc(C)c(Cc3ccccc3)c(=O)[nH]2)cc1,-38.8*!,4.8&2.6,-3.3,-0.6&-0.4,-0.6&1.0,-1.4&-1.4,0.9&-3.0,28.3&-1.2,-0.2&-0.9
CC(C)(C)C(=O)COC(=O)c1cc2ccccc2cc1O,-13.6,8.1,9.0,0.0,-13.9,-1.9,-1.2,-1.6,-0.8
Cc1ccc(N(CC(=O)Nc2ccc(C)cn2)S(=O)(=O)c2c(C)nn(C)c2C)cc1,-23.6,0.6,-3.0,0.0,0.7,-1.6,18.1,0.5,0.7
C/C(N)=C(/C#N)C(=O)CSc1nnc(Nc2c(C)cccc2C)s1,-7.1,12.0,17.5,0.6,-6.9&1.0,-1.7,-1.5,1.7,0.5
COc1ccccc1-c1ccc(=O)n(CC(=O)NC2CCc3ccccc32)n1 (configuration not stated),23.1,4.7,4.3,0.2,7.2,5.2,2.4,88.2*,0.3
CCCc1nn(CCc2ccccn2)c(N)c1CC,10.1,2.2,11.2,0.1,8.2,-0.3,-6.5,1.9,0.5
CCOC(=O)c1sc(NC(C)=O)c(C(=O)OCC)c1C,-17.3,-9.9,2.6,-0.9,13.3,2.2,0.4,1.5,0.2
CSc1ccccc1NC(=O)c1ccc([N+](=O)[O-])cc1,7.4,3.8,-24.0,-0.6,-9.0,-2.9,0.4,0.2,0.9
c1ccc(CCc2ccccc2-c2nc(-c3cccnc3)no2)cc1,-3.7,6.0,0.7,-0.1,-17.1,9.2,4.2,10.8,0.3
Cc1c(C(=O)NCc2cccs2)oc2ccccc12,-4.8,-7.1,17.7,0.2,-29.6,-4.4,-3.4,1.3,-1.9
Cc1ccc(N2C(=O)CSC23C(=O)N(CC(=O)NC2CCCCC2)c2ccccc23)cc1 (configuration not stated),0.2,2.3,x,-1.4,x,0.8,-3.1,1.1,0.0
CCOC(=O)c1c(-c2ccccc2)csc1NC(=O)c1cc(-c2ccc(C)c(F)c2)on1,-8.8,-23.3,x,-0.9,8.1,-2.6,-4.5,0.9,-0.8
COc1ccc2cc3cc(C(=O)NCc4cccnc4)oc3nc2c1,-8.6,0.4,11.0,-0.7,-24.8,-1.4,-2.1,0.1,1.3

# Structures above that bear a hit mark in D1 antagonist:
SMILES | D1 antagonist | D2 PAM | D2 antagonist | TRHR agonist | RXFP1 antagonist | D1 potentiator | TRHR PAM | D1 agonist
COc1ccc(C2=NNC(c3cccs3)=Nc3ccc(OC)cc32)cc1 | -38.6* | -4.8 | 12.8 | -0.4 | -29.8 | 0.7 | 7.2 | -0.5
COc1ccc(OCCSc2nc(C)c(Cc3ccccc3)c(=O)[nH]2)cc1 | -38.8*! | 4.8&2.6 | -3.3 | -0.6&-0.4 | -0.6&1.0 | -1.4&-1.4 | 0.9&-3.0 | 28.3&-1.2

# The list continues.
SMILES,D1 antagonist,D2 PAM,D2 antagonist,TRHR agonist,RXFP1 antagonist,D1 potentiator,TRHR PAM,D1 agonist,D2 ag
O=C1NC(=O)C2(COC3(CCCC3)OC2)S1,-3.6,-1.6,-0.2,1.2,-3.0,-2.9,10.1,2.8,0.9
Cc1cc(C)cc(N(CC(=O)NC2CCCC2)S(=O)(=O)c2c(C)[nH]c(=O)[nH]c2=O)c1,-2.1,0.7,-1.9,0.3,-1.3,3.8,0.2,14.9,0.8
O=C(Cn1cc([N+](=O)[O-])cn1)N1CCN(c2ccccc2)CC1,-20.1,-0.6,3.3,0.5,3.2,-8.7,-5.8,5.7,0.0
CCOC(=O)c1[nH]c2ccc(OC)cc2c1NC(=O)CN1CCN(c2ccccn2)CC1,1.0,-3.2,13.6,0.2,x,1.0,2.7,-0.4,2.4
CC(=O)NCCn1c(SCc2ccc(C)cc2)nc2ccccc2c1=O,-10.2,-1.5,-3.9,0.0,-16.9,-0.1,1.6,1.9,-0.2
Nc1nc(SCc2ccc(Cl)cc2Cl)n[nH]1,8.3,-3.5,13.4,-1.2,-1.5,-9.2,-0.1,0.9,0.5
O=C(CN1C(=O)NC(c2ccccc2)(c2ccccc2)C1=O)Nc1ccc2[nH]c(=O)[nH]c2c1,-5.4,x,x,0.2,2.3,-0.8,0.8,0.8,x
O=C(c1ccco1)N1C(=O)c2cccc3c(S(=O)(=O)N4CCCC4)ccc1c23,1.8,3.1,23.1,0.1,-6.8,2.1,-9.1,2.0,-0.5
CCOC(=O)CC1C(=O)NCCN1C1CCCC1 (configuration not stated),-5.8,12.1,7.2,-0.3,-8.2,-1.5,-4.3,3.7,-1.2
Cc1nnc(SCC(=O)N2c3ccccc3Sc3ccccc32)n1N,15.8,-6.3,0.4,-0.6,-2.5,-0.1,-1.9,2.0,0.1
O=C(NCc1ccco1)c1c[nH]c2ccc(S(=O)(=O)Nc3ccc(F)cc3F)cc2c1=O,18.8,-2.4,x,-1.5,3.3,-0.6,20.3,0.2,0.0
COc1cc(CNCCc2ccccc2)ccc1OCc1ccc(Cl)nc1,-9.4,-5.5,-10.3,1.4,-9.2,-2.3,-8.7,16.8,5.5
CCOC(=O)c1c(N=CN(C)C)c(C#N)n2c1CCC2,-1.2,0.3,3.8,-0.1,-5.2,0.8,7.2,1.1,0.4
Cc1nn(-c2ccccn2)c2c1C(=O)CC(C)(C)C2Br (configuration not stated),13.4,4.3,1.8,-0.7,5.1,1.7,-3.8,0.9,-1.1
COc1ccc2nc(NC(=O)c3nc(SC(C)C)ncc3Cl)sc2c1,-9.5,2.6,x,-0.1,x,-0.2,-2.4,1.9,x
CCC(=O)Nc1cc(-c2nc3ccccc3s2)c(Cl)cc1Cl,3.9,-0.2,x,1.7,x,-2.8,-4.2,-0.5,0.1
Cc1ccccc1-n1nc2c(c1NC(=O)c1ccc(Br)o1)CSC2,-0.9,-1.6,4.1,0.0,u,-4.5,-7.7,0.6,0.8

# From PubChem BioAssay
